# KCNH2 3.1 block – qHTS for Inhibitors of KCHN2 3.1: Mutant qHTS. Potassium voltage-gated channel subfamily H member 2, brain isoform KCNH2 3.1 (human). U2OS KCNH2 3.1, thallium flux FluxOr; stronger effect = lower value. activity change, % (tested at about 1.8 µM). actives 0.95% (n = 340,000);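 active means maximum activity change below -70%; inconclusive means maximum activity change from -70% to -50%; inactive means maximum activity change above -50%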;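 further: thallium influx rate constant from kinetic fluorescence after stimulation buffer; on the % scale 0 is the no-effect control and ±100 the full control effect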
#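 Measured as rate of thallium-driven FluxOr signal in transduced U2OS cells carrying the 3.1 channel, read kinetically for 2 min upon stimulation; values are rate constants scaled to DMSO control wells.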
# MBNL1-CUG inh – qHTS Assay for Inhibitors of MBNL1-poly(CUG) RNA binding; actives 0.036% (n = 280,000); Muscleblind-like protein 1 (Homo sapiens), Q9NR56; Potency, µM (highest dose often 57.5 µM), inactives show top-dose activity change, negative = inhibition, hits mostly inhibitors; TR-FRET MBNL1-His/biotin-(CUG)12 binding, 665/545 ratio; active means well fitted inhibition curve with a large enough effect in the signal ratio, with a control signal flat, not every such curve was filed as active; inconclusive means small, poorly fitted or top-dose-only effect, or effect the other way, or a change in a side signal; inactive means no such curve, though single readings can be large or run the other way; the % refers to the signal ratio; further: potency means the concentration at half of the fitted maximal effect; on the % scale 0 is the no-effect control and ±100 the full control effect
#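 Inhibition of protein-RNA binding appears as loss of TR-FRET between terbium anti-His antibody on MBNL1-His and streptavidin-XL665 on biotin-(CUG)12. Activity is normalized to buffer-only and uninhibited-complex controls.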
# GALK inh – qHTS Assay for Inhibitors of Human Galactokinase (GALK); actives 0.007% (n = 270,000); AID 1868, 2009; Potency, µM (series often up to 57.5 µM), inactives show at the highest dose activity change, negative = inhibition, actives largely listed as inhibitors; Purified GALK, Kinase-Glo residual ATP luminescence; P51570; further: potency means the concentration at half of the fitted maximal effect; on the % scale 0 is the no-effect control and ±100 the full control effect
#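 Compounds were pin-transferred into ATP buffer (35 uM final), then GALK plus galactose (5 nM, 100 uM final) was added. After 1 h at room temperature, Kinase-Glo Plus was added and luminescence read after 10 min.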
# AT treatment – qHTS Assay for Identifying a Potential Treatment of Ataxia-Telangiectasia; actives 0.19% (n = 320,000); […] A-T fibroblasts, KAP-1 phosphorylation AlphaLISA; neocarzinostatin DNA damage 30 min before lysis; Potency, µM (titrated, usually from 57.5 µM), for inactives: at the highest dose activation, actives largely listed as activators; further: potency means the concentration at half of the fitted maximal effect; % of control where 0% means no effect; nearly all actives have a fitted effect of over 45% in size
#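 hTERT-immortalized A-T patient fibroblasts ([…]), 500 cells/well in OPTI-MEM, 1% FBS, got compounds for 60 min, then NCS for 30 min at 37C. Lysates were then assayed for phospho-KAP-1 by AlphaLISA (anti-pKAP1 donor, anti-KAP1 acceptor beads), 6 hr at 25C.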
# S-ASM inh – Inhibitors of Secretory Acid Sphingomyelinase (S-ASM): qHTS; actives 0.006% (n = 340,000); Potency, µM (series often up to 57.5 µM), for the others: top-dose activity change, negative = inhibition, usual class: inhibitors; Sphingomyelin phosphodiesterase (Homo sapiens), P17405; placental ASM, HMU-PC fluorogenic substrate, 60 min; AID 504937, 2011; further: potency means the concentration at half of the fitted maximal effect
#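 Fluorescence read-out (Ex 386 nm, Em 447 nm) after stopping the reaction at pH 10. Enzyme: ASM from human placenta; substrate HMU-PC0, 9 uM final; 60 min, 37 °C. Compound preincubation 10 min, ambient temperature.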
# MLL CXXC-DNA inh – qHTS Fluorescence Polarization Assay for Inhibitors of MLL CXXC domain - DNA interaction; actives 0.037% (n = 290,000); AID 2662, 2010; Histone-lysine N-methyltransferase 2A (Homo sapiens), Q03164; MLL-CXXC / FITC-HOXA9 DNA fluorescence polarization; Potency, µM (series often up to 115 µM), for the others: at the top dose activity change, negative = inhibition, usual class: inhibitors; active means well fitted inhibition curve with a large enough effect in the polarisation, with a control signal flat, not every such curve was filed as active; inconclusive means small, poorly fitted or top-dose-only effect, or effect the other way, or a change in a side signal; inactive means no such curve, though single readings can be large or run the other way; the % refers to the polarisation; further: potency means the concentration at half of the fitted maximal effect
#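 Steps: dispense CXXC domain solution (7 uM) → pin compounds or unlabeled HOX-A9 DNA control → 5 min ambient → add FLSN-HOX-A9 solution (50 nM) → spin → 30 min ambient → fluorescence polarization. Tris pH 7.5/NaCl/DTT/BSA buffer.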
# hERG WT inh – qHTS for Inhibitors of KCHN2 3.1: Wildtype qHTS. Voltage-gated inwardly rectifying potassium channel KCNH2 (Homo sapiens), Q12809. U2OS, BacMam KCNH2, thallium flux FluxOr; stronger effect = lower value. activity change, % at 1.84 µM. actives 0.37% (n = 340,000);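 active means maximum activity change below -70%; inconclusive means maximum activity change between -70% and -50%; inactive means maximum activity change above -50%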; further: on the % scale 0 is the no-effect control and ±100 the full control effect
#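 U2OS cells were transduced with wild-type KCNH2 virus (2.03 x 10^8 / mL) for 4 h at room temperature, then cultured overnight at 37 C. Thallium flux was read with FluxOr dye. Rate constants were normalized to DMSO controls.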
# Integrin act MD – qHTS for Activators of Integrin-Mediated Alleviation for Muscular Dystrophy; alpha7betagal myoblasts, beta-gal FDG fluorescence, 48 h; Potency, µM (top dose mostly 38.3 µM), for the others: at the highest dose activation, actives largely listed as activators; actives 0.064% (n = 350,000);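 further: potency means the concentration at half of the fitted maximal effect; 100% = response of the positive control SU9516; nearly all actives have a fitted effect of over 60% in size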
#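 Alpha7betagal+/- myoblasts (passage 13) were plated 16-24 hr, then exposed to compounds (1:260 dilution of DMSO stock) for 48 hours at 37C. After MPER lysis, β-galactosidase reporter activity was read as FDG fluorescence (ex 480/em 540) after 30 minutes.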
# TRPV1 agonist – HTS Assay for Compounds that Act as Agonists of the Vanilloid Receptor 1; Transient receptor potential cation channel subfamily V member 1 (Homo sapiens), Q8NER1; TRPV1-expressing cells, Fluo-8 calcium influx, agonist mode; activation, % at 8.33 µM; actives 0.19% (n = 320,000); AID 540275, 2011; in the data active means activation above about 80%; inconclusive means between about 30% and that limit; further: 0% is about no effect
#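 Fluo-8 calcium influx in TRPV1-expressing cells, kinetic read (ex 480/em 520 nm). Compound added and read 3 min for agonist activity, followed by capsaicin at EC20 final and 2 min further read for enhancement.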
# Coupling enz – qHTS Assay for Inhibitors of Fructose-1,6-bisphosphate Aldolase from Giardia Lamblia: Coupling assay counterscreen; coupling enzyme system counterscreen, AmpLite Red fluorescence; activity change, negative = inhibition, % at 58.2 µM, hits read low; actives 0.67% (n = 290,000); AID 2472, 2010; in the data active means activity change below about -30%; further: on the % scale 0 is the no-effect control and ±100 the full control effect
#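 Fluorescence at 525 nm excitation and 598 nm emission measured inhibition of the coupled detection system without aldolase. Compounds (at 57.5 uM final) were preincubated 10 min at room temperature with coupling enzyme reagent before a 20 min substrate/AmpLite Red step.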
# * = called active by the depositor; ? = inconclusive; . = not tested or not shown; [ ] = remark or other dose. Unless noted, the call rests on the fitted dose curve; in most records, active means well fitted curve in the direction sought with a large enough effect; inconclusive means small, poorly fitted or top-dose-only effect, or another doubt; inactive means no such curve, though single readings can be large; an effect the other way counts as inactive or inconclusive.
# The line under a structure holds: KCNH2 3.1 block, MBNL1-CUG inh, GALK inh, AT treatment, S-ASM inh, MLL CXXC-DNA inh, hERG WT inh, Integrin act MD, TRPV1 agonist, Coupling enz
- O=C(OCc1nnc(-c2ccccc2)o1)C1=COCCO1
→ -10, -6%, 0%, 2%, 6%, 27%, 21, -8%, 2, 0
- CC(OC(=O)/C=C/c1cccs1)C(=O)Nc1ccc(C(N)=O)cc1 (stereo not drawn)
→ -4, ., ., -2%, 13%, ., -4, -26%, 22, .
- Cc1ccc(C)c(Nc2cc(C)nc(-c3ccccc3O)n2)c1
→ 14, 1%, 9%, 26%, -15%, 10%, 8, -24%, 8, 1
- Cc1ccc(C)c(OCCC(=O)OCC(=O)NC(=O)NC2CCCCC2)c1
→ -16, ., ., 6%, -2%, ., 4, 8%, ., .
- CC(C)(C)c1ccc(-c2noc(CNC(=O)c3ccco3)n2)cc1
→ -5, -5%, 0%, -2%, 8%, 57%[activator], -2, -20%, -7, -15
- O=C1CN(C(=O)COC(=O)c2cnc(Cl)c(Cl)c2)c2ccccc2N1
→ 3, -11%, 11%, 12%, 1%, 8%, 8, 4%, 10, -3
- Cc1cccc(NC(=S)NCc2ccc3c(c2)cc(C)n3C)c1C
→ 22, 88%[activator], 2%, 8%, -12%, -7%, 4, -6%, 5, -3
- N=C1/C(=C\c2ccc(OC(=O)c3ccc(F)cc3)cc2)C(=O)N=C2SC(N3CCOCC3)=NN12
→ 4, 8%, 1%, 1%, 4%, 6%, 8, ?, 0, 3
- O=C(CCSc1ccccc1)NCCSc1ccccn1
→ 6, -6%, 3%, 14%, 0%, -1%, -7, 18%, 4, 3
- CCc1cc(C(=O)OC)c(N2C(=O)C3C4C=CC(C4)C3C2=O)s1 (stereo not drawn)
→ 6, 0%, 0%, 1%, -4%, 2%, -13, -4%, -1, 3
- COCCNC(=O)c1cc2c(-c3ccc(Cl)cc3)nn(C)c2s1
→ -8, -1%, 3%, 6%, -11%, -3%, -1, -13%, 4, -1
- COc1ccc(-c2nnc(NC(=O)CSc3ccc(Cl)cc3)s2)cc1OC
→ 0, -2%, 1%, -9%, 3%, -5%, 32, 25%, -2, 0
- CCn1c(CSc2nc(C)cc(C)n2)nnc1SCC(=O)Nc1nc(-c2ccccc2)cs1
→ -10, -3%, 1%, -1%, -2%, 38%[activator], -14, 40%[7.66 µM], 0, 2
- CC12CCC(C(=O)N3CCCCCC3)(OC1=O)C2(C)C (stereo not drawn)
→ 6, -3%, 0%, 1%, 3%, -6%, -1, 5%, 1, 1
- Cc1ccc(OCCNC(=O)c2cccc(C)c2)cc1
→ 1, -15%, 1%, 7%, 0%, 0%, 13, -9%, ?, -1
- COc1ccc(C(c2nnnn2CC2CCCO2)N2CCC(C(N)=O)CC2)cc1 (stereo not drawn)
→ -8, -8%, -2%, 3%, 1%, 0%, 1, -5%, -5, 0
- Cn1nccc1NC(=O)Nc1cccc(Br)c1
→ 1, 10µM*, 1%, -7%, 3%, -2%, -7, ?, ?, 1
- CCCOc1ccc(C2=NNC(=O)CC2)cc1
→ -13, 4%, 0%, -4%, -4%, -1%, ., -12%, 0, 2
- Oc1ccccc1-c1cc(-c2ccc3c(c2)OCCO3)n[nH]1
→ 12, 2%, -4%, 15%, 2%, 8%, -6, 0%, 1, -7
- Cc1cccc(C)c1NC(=O)CN(C)C(=O)Cc1cccc(C(F)(F)F)c1
→ -5, -9%, -2%, 7%, -5%, -3%, 7, -3%, 6, 2
- Cc1nnc(C)n1N
→ 18, -5%, -1%, -1%, 0%, 3%, -5, 7%, -2, 1
- C/C(=N\NC(=O)c1cc2ccccc2cc1O)c1ccc(C)o1
→ -8, 18%, 5%, -18%, -6%, -3%, -9, 11%, -3, .
- N#Cc1c(N)nc2c(c1-c1ccccc1)CCCC2
→ 6, -2%, 2%, 8%, 4%, -5%, 6, 39%, -2, 3
- CC(=O)c1cccc(NC(=O)c2ccc(S(=O)(=O)N3CC(C)OC(C)C3)cc2)c1 (stereo not drawn)
→ 0, ., ., -2%, 7%, ., -13, 2%, 29, .
- COc1ccc(C(=O)ON=C2CCN(c3ccc([N+](=O)[O-])cc3)CC2)cc1
→ ?, ?, 0%, 2%, -18%, 16%, 27, -5%, 7, 1
- O=C(c1ccc([N+](=O)[O-])cc1)N1CCOCC1
→ 11, ., ., ., 2%, ., -3, 20%, ., .
- CC(=O)c1ccc(S(=O)(=O)Oc2ccc(-c3ccc(C(=O)O)cc3)cc2)cc1
→ -9, -2%, 5%, 3%, 2%, -2%, -15, -11%, -1, 8
- Cc1cccc(-c2noc(CN(C)C(=O)COc3ccccc3)n2)c1
→ -5, 2%, 5%, -4%, -3%, 2%, -7, -4%, ?, 2
- O=C(NC(=S)NCc1cccnc1)c1ccccc1[N+](=O)[O-]
→ 17, ?, 5%, -4%, 4%, 1%, 1, -10%, -1, 2
- CC(NO)C(C)(C)NO (stereo not drawn)
→ 2, -10%, 0%, -3%, -14%, 5%, -4, -13%, 0, -4
- COC(=O)Cc1c(C)c2ccc(OCC(=O)N(C)C3CCS(=O)(=O)C3)cc2oc1=O (stereo not drawn)
→ 0, ?, -2%, -7%, 23%, ?, -9, -10%, -9, 3
- COc1ccc(CNC(=O)C[C@H]2C[C@H](C(=O)N(C(C)C)C(C)C)[C@@]3(C)c4[nH]c5cc(CCC(=O)N(C)C)ccc5c4CCN3C2=O)cc1OC
→ -4, ., ., -3%[11.5 µM], 4%, ., 0, 11%, ., .
- Cc1ccc(OCCN2C(=O)c3ccccc3C2=O)c(C)c1
→ -2, 1%, 0%, 9%, -11%, -1%, -4, -1%, 7, 3
- CC1CCN(C(=O)C2c3ccccc3C(=O)N3CCc4ccccc4C23)CC1 (stereo not drawn)
→ -6, 0%, -2%, 3%, 4%, -7%, -6, 25%, 14, 4
- C=CCNC(=O)c1onc(CS(=O)(=O)c2cc(C)cc(C)c2)c1C(=O)NCC=C
→ 5, ., ., 20%, 0%, ., -6, -5%, 6, .
- O=C(O)c1nn(-c2ccccc2)ccc1=O
→ 0, 3%, 0%, -9%, 5%, 6%, -5, 9%, -4, 4
- CC(=O)N1c2ccc(S(=O)(=O)N3CCCC3C(=O)NCc3ccccc3Cl)cc2CC1C (stereo not drawn)
→ 5, -6%, ., 5%, 0%, ., 1, -7%, -1, -1
- CCN1CCN(c2ccc(N3CCN(C(=O)c4ccc(Br)o4)CC3)nn2)CC1
→ -3, ., ., -2%, ., ., 20, 6%, 3, .
- Cc1ccc(SCCC(=O)OCC(=O)NCC2CCCCC2)cc1
→ -31, 9%, -2%, -1%, -9%, 38%[activator], -2, -8%, ?, -1
- CCN(CC)S(=O)(=O)c1ccc(S(=O)(=O)N2CCN(CCC#N)CC2)cc1
→ 16, -6%, 1%, 12%, 1%, 13%, 13, 31%, -3, -1
- O=C(c1ccc(S(=O)(=O)N2CCOCC2)cc1)N1CCc2ccccc21
→ 4, -8%, 1%, 26%, -1%, -13%, 1, 4%, 2, 0
- CCOC(=O)c1sc(NC(=O)CSc2n[nH]c(-c3ccc(Cl)cc3Cl)n2)c(C#N)c1C
→ 2, -19%, -5%, -4%, -4%, -7%, 1, 0%, -2, .
- CCOc1ccc(N2CC(C(=O)NCCc3c[nH]c4ccc(OC)cc34)CC2=O)cc1 (stereo not drawn)
→ -32, 1%, 0%, 14%, -1%, -1%, 6, 1%, -2, 1
- Cn1c(=O)c2c(nc(Br)n2C)n(C)c1=O
→ -3, 2%, -3%, -1%, 1%, 2%, 0, -7%, -3, 0
- Cc1cc(C)nc(SSc2nc(C)cc(C)n2)n1
→ 10, -7%, -1%, -4%, 2%, -17%, -1, -1%, 4, 1
- NCCSC1CC(=O)N(c2ccc(Cl)c(Cl)c2)C1=O (stereo not drawn)
→ 5, -16%, 6%, -5%, 1%, -7%, 1, 33%, ?, -1
- COc1ccc(CCN2CCCn3c2nc2c3c(=O)n(C)c(=O)n2C)cc1OC
→ -10, -6%, 6%, -7%, -3%, 11%, -3, -18%, 0, 0
- Nc1nc(SCC(=O)NC2CCCc3ccccc32)n[nH]1 (stereo not drawn)
→ 3, -6%, -7%, -3%, -3%, -4%, -6, -7%, -2, 0

# Screens from PubChem BioAssay.
